# GSIS activator = GLuc luminescence reporter in INS-1E cells, primary screen for activators of glucose-dependent secretion of insulin; INS-1E GLuc reporter insulin secretion, 2-3 h; activation, % at 16.6 µM; 370,000 tested, 0.61% active; AID 743287;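 active = lowest replicate activation of at least 40%, so every replicate reaches that level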;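 note: 0% = median of neutral control wells and 100% = median of IBMX positive control wells; some compounds called inactive have numbers as strong as hits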
# DENV2 CPE = DENV2-induced cell death inhibition; AID 651640; 350,000 tested, 1.7% active; CPE inhibition, % at 9.99 µM; DENV2-infected cells, cytopathic effect rescue, plate reader; in the data active = CPE inhibition above about 20%, passing the limit was not always enough; inconclusive = no clear call, values can overlap the other calls; tested in BHK-21 cells;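 note: 0% = median of neutral control wells and 100% = median of positive control wells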
# RAD54 branch = blocks human RAD54 Holliday junction branch migration | 360,000 tested, 0.14% active | Q92698 | inhibition, % at 10.4 µM | AID 602329 | FAM/BHQ fluorescence;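 active = mean normalized replicate activity at least 40 and at least half of replicates scoring 40 or more; inconclusive = only one of the two criteria met; inactive = mean below 40 and under half of replicates reaching 40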;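 note: 0% = median of neutral control wells and 100% = median of positive control wells; inhibitors cause a drop in the FAM fluorescence signal; in these data hits start at about 50%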
# Target sequence (Q92698 whole entry, looked up): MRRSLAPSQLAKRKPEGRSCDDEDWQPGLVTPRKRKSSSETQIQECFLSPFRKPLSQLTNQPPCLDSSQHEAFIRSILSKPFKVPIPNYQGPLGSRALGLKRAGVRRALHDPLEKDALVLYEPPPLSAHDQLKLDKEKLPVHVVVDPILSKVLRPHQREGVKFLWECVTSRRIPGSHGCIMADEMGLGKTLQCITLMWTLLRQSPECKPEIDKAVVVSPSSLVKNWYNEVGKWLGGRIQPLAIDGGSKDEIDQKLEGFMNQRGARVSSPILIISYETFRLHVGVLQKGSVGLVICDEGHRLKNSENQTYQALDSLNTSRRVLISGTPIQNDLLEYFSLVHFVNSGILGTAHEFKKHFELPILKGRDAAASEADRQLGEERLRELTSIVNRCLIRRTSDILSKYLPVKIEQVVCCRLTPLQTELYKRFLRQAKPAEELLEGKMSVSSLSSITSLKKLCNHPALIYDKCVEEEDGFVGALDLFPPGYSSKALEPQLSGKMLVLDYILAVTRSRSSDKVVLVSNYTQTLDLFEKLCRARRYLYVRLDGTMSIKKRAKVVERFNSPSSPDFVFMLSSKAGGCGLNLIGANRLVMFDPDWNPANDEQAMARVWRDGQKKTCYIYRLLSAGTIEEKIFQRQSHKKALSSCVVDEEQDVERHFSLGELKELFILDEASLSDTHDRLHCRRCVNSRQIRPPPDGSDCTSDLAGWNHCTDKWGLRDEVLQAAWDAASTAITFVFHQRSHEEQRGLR
# RAD52 anneal inh = RAD52 (human) annealing inhibition; 360,000 tested, 0.46% active; inhibition, % at 18.7 µM; recombinant RAD52 DNA annealing, FRET fluorescence;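 active = every replicate showing at least 50% inhibition; inconclusive = mean inhibition at least 50% but not in every replicate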
# E-selectin induc = E-selectin induction on HUVECs; HUVEC E-selectin immunofluorescence imaging; normalized: neutral wells 0, TNF-alpha wells 100; P16581; 260,000 tested, 0.37% active; activation, % at 7.58 µM;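 active = mean E-selectin-positive cell signal at least 10% of the positive control, reached in at least 60% of replicates, without over 20% cell loss; inconclusive = no rule given, readout overlaps actives, possibly toxicity-flagged; inactive = the rest, including those meeting only one limit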;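 note: in these data hits start at about 27%; measured in HUVEC primary endothelial cells; signal is the percent of cells scored E-selectin positive by PE staining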
#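 Assay system: HUVEC, human umbilical vein endothelial cells / Amount: 3,000 HUVEC/well / Controls: TNF-alpha positive control, DMSO neutral control / Compound dosing: single concentration / Medium: EGM-2 over gelatin coat / Evaluation: percent E-selectin-positive cells / Signal: immunofluorescence imaging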
# F508del corr = correctors of CFTR F508del function in bronchial epithelial cells; CFBE cells, YFP halide quenching; stimulated with forskolin plus potentiator P3; % fluorescence drop versus neutral controls; activity (quench increase), % at 7.58 µM; 350,000 tested, 0.36% active; AID 720511;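 active = mean added fluorescence quench of at least 8% versus neutral control, with both replicates also reaching 8%; inconclusive = only one of the mean or replicate conditions met; inactive = mean below 8% and not both replicates reaching 8%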;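 note: cells transiently co-express mutant CFTR-F508del with the halide-sensitive YFP; corrector assay measuring rescue of mutant channel to the surface after 24 h compound exposure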
# XiGFP reactiv = reactivates the inactive X chromosome in mouse fibroblasts. XiGFP mouse fibroblasts, % GFP-positive cells imaging, 3 d; cells co-treated with 5-aza-dC sensitizer; scaled so ellipticine positive control = 100%. activation, % at 7.58 µM. 360,000 tested, 0.055% active;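 active = mean normalized replicate activation at least 10% and every replicate at or above 10%; inconclusive = only one of the two criteria met; inactive = mean below 10% and not all replicates reach 10%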;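 note: 0% = median of on-plate neutral control wells and 100% = ellipticine 6 µM median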
#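 System: 68-5-11 XiGFP fibroblast line; Timing: 3 days compound exposure; Compound dosing: one concentration, pinned; Benchmarks: positive control ellipticine, 6 µM final; Buffer or medium: DMEM containing 5-aza-dC.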
# CASP6 VEID inh = caspase-6 (human) enzyme inhibition; P55212; purified caspase-6, Z-VEID-R110 cleavage fluorescence; inhibition, % at 12.5 µM; 350,000 tested, 0.53% active; AID 686996;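 active = mean inhibition across replicates at least about 35%, with every replicate also reaching that limit, limit read from the data; inconclusive = only one of the two criteria met; inactive = neither criterion met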;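 note: 0% = median of neutral control wells and 100% = no fluorescence left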
# Target sequence (P55212 24-179 limits assumed): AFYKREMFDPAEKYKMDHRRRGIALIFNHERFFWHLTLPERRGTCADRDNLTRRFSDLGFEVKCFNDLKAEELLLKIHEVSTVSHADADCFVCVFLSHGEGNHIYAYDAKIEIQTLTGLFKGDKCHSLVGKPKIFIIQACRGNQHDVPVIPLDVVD
# Target sequence (P55212 194-293 limits assumed): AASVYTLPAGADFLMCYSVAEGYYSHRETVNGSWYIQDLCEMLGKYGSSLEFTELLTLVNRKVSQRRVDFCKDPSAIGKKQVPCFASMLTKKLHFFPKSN
# * = called active by the depositor; ? = inconclusive; / = no result given; & = joins results of further samples; ! = a repeat was not active.
Structure	E-selectin induc	XiGFP reactiv	RAD54 branch	RAD52 anneal inh	F508del corr	GSIS activator	CASP6 VEID inh	DENV2 CPE
C[C@H]1CN([C@@H](C)CO)S(=O)(=O)c2ccc(-c3cccc(C#N)c3)cc2O[C@H]1CN(C)Cc1ccccn1	-1.9	0.2	2	-7	1.8	-9	2	6
C[C@@H]1CN([C@@H](C)CO)C(=O)CCCn2nncc2CO[C@@H]1CN(C)S(=O)(=O)c1cccc(F)c1	-0.1	0.1&0.0	0&4	-10&-14	0.8&1.5	-1&-2	-1&2	-6&-9
COc1ccc(S(=O)(=O)N2CCCC2)cc1C(C)C	0.2	0.0	/	-8	-3.3	8	-1	5
CCc1nnc(SCC(=O)NCCC2=CCCCC2)nc1CC	/	0.0	-6	-4	3.0	12	-3	1
CC1CCCN(C(=O)CN(C)S(=O)(=O)c2ccc3c(c2)c(=O)n(C)c(=O)n3C)C1 (stereo not given)	/	0.1	-1	-32	-1.1	12	1	1
C[C@@H]1CN([C@H](C)CO)C(=O)c2cc(NC(=O)Cn3cnnn3)ccc2O[C@@H]1CN(C)C(=O)NC1CCCCC1	/	-0.6	-8	-26	-2.1	2	-3	13
COc1ccc(CN2C(=O)C(CC(=O)NCc3cccc4ccccc34)CC(C(=O)N(C)C)=C2C)cc1 (stereo not given)	/	0.2	1	-4	-0.2	-1	1	-7
Cc1ccc(-n2c(C)nn(CC#N)c2=O)cc1	3.2	0.0	-11	-5	1.3	21	2	?
Cc1cc(C)nc(N2CCCC(CCC(=O)NCc3ccc(F)c(F)c3)C2)n1 (stereo not given)	/	0.1	/	-6	-1.4	31	-1	5
CN(Cc1ccccc1)c1ccc([N+](=O)[O-])cc1C(=O)O	/	0.0	/	-20	0.6	-3	0	-7
O=C(Nc1ccc(S(=O)(=O)N2CCOCC2)cc1)c1cccc(Br)c1	/	0.0	2	-8	-2.8	-8	-3	4
O=C(Nc1ccc(F)cc1)N1CCCCN2[C@H](C1)[C@H](c1ccc(C#CC3CC3)cc1)[C@@H]2CO	0.7	0.4	9	-22	2.4	-18	-1	19
Cc1cc(NC(=O)CSc2nc3c(cc2C#N)CCCCC3)no1	/	0.1	7	-5	1.9	-11	-1	2
CN(CCO)CCC(=O)NC1(C)CS(=O)(=O)CC1S(=O)(=O)O (stereo not given)	5.9	0.0	/	-17	-3.5	-9	2	1
Cc1cc(=O)oc2cc(OCc3ccc(C(=O)N4CCN(c5ccc([N+](=O)[O-])cc5)CC4)cc3)ccc12	/	0.0	/	-15	2.8	36	1	-2
CC1CCN(CC(O)COc2cccc(F)c2)CC1 (stereo not given)	/	0.0	-4	-22	-1.5	0	-14	8
CCN(CC)CCn1c2c(c(SCC(=O)Nc3nc4ccccc4s3)nc1=O)CCCC2	-0.6	0.2	/	-8	5.2	-10	18	-12
CN(C)C(=S)NC(=S)Nc1ccc2ccccc2c1	-0.1	0.0	/	8	2.3	9	1	6
COc1ccccc1-c1ccccc1[C@H]1[C@@H](CO)N(C(=O)C2CCOCC2)[C@H]1C#N	-0.1	0.0	/	-4	1.2	-10	3	-2
Cc1cc(N)n(Cc2ccc(Cl)cc2)n1	0.8	-0.1	/	5	0.5	-17	1	-5
O=C(Nc1ccc2c(c1)C(=O)NC2=O)c1ccc2ncsc2c1	/	0.1	/	-6	-0.4	-2	-2	-1
O=C(Cc1ccccc1)NNc1c2ccccc2nc2ccccc12	-3.1	0.3	/	-17	-2.4	-6	/	-3
COc1ccc(S(=O)(=O)N2CCCCN3[C@H](CO)[C@@H](c4ccc(C#CCC(C)C)cc4)[C@H]3C2)cc1	-0.5	0.3	-2	/	4.0	-1	/	/
Cc1ccc(S(=O)(=O)N(C)C[C@@H]2Oc3ccc(NC(=O)CCCCCC(=O)Nc4ccccc4N)cc3CC(=O)N([C@H](C)CO)C[C@@H]2C)cc1	-0.1	-0.1	-1	-8	0.7	11	4	5
CCC(=O)Nc1ccc2c(c1)OC[C@H](C)N(C(=O)CC)C[C@@H](C)[C@H](OC)CN(C)C2=O	0.4	0.0	/	/	-1.6	-8	/	/
C[C@@H]1CN([C@H](C)CO)C(=O)Cc2cc(NC(=O)Cn3cnnn3)ccc2O[C@H]1CN(C)C(=O)Nc1ccc2c(c1)OCO2	1.1	0.2	3	4	1.9	9	1	4
Cc1ccc([C@H]2C(C(=O)O)=CC[C@@H](c3cccs3)N2S(=O)(=O)c2ccc(C)cc2)cc1	0.1	0.0	0	-22	0.4	16	2	-3
CC(Sc1nc(-c2ccccc2)c(-c2ccccc2)[nH]1)C(=O)NCC1CCCO1 (stereo not given)	-0.2	0.0	5	-8	0.5	37	-1	-3
O=C(C[C@H]1C[C@@H]2c3cc(NC(=O)C4CCOCC4)ccc3O[C@@H]2[C@@H](CO)O1)NCc1ccccc1	-0.2	0.6	8	9	2.8	10	-1	-5
C[C@@H]1CCCCO[C@@H](CN(C)CC2CCCCC2)[C@H](C)CN([C@@H](C)CO)C(=O)c2cc(NC(=O)CCCCCC(=O)Nc3ccccc3N)ccc2O1	-0.1	-0.1	-3	3	1.7	-15	-4	1

# Additional records
Structure	E-selectin induc	XiGFP reactiv	RAD54 branch	RAD52 anneal inh	F508del corr	GSIS activator	CASP6 VEID inh	DENV2 CPE
Cc1cccc(N(C(=O)CNC(=O)c2ccco2)C(C(=O)NC2CCCCC2)c2cccnc2)c1 (stereo not given)	-0.1	0.0	-11	-2	0.1	-2	-4	2
COc1cccc(NC(=O)CN(C)C(=O)c2cccc(NS(=O)(=O)c3ccccc3)c2)c1	1.2	0.0	1	-18	0.4	-13	1	2
COc1cc(OC)cc(-c2c(-c3cccs3)c3cc(-c4ccc(N(C)C)nc4)ccc3n2C)c1	0.2	0.0	-9	-11	3.1	27	/	34*
CO[C@H]1CN(C)C(=O)c2cc(NC(=O)C3CCOCC3)ccc2OC[C@@H](C)N(C(C)=O)C[C@@H]1C	0.2	0.4	-4	14	-1.7	10	2	4
C[C@H](CO)N1C[C@H](C)[C@@H](CN(C)CC2CCCC2)Oc2ncc(-c3ccc(F)cc3)cc2C1=O	-0.1	-0.1	-3	11	-3.3	-1	0	4
C[C@@H]1CN([C@H](C)CO)C(=O)c2cc(NC(=O)Nc3ccc(F)cc3)ccc2O[C@@H](C)CCCCO[C@H]1CN(C)S(=O)(=O)c1cccs1	3.3&0.2	0.4&-0.8	8&-5	-75&-7	1.4&-2.5	-10&-21	-3&1	47*!
COc1ccc2c3c([nH]c2c1)[C@@H](CO)N(C(=O)c1cnccn1)CC31CN(C(=O)c2cnccn2)C1	-0.2	0.4	/	/	-2.5	36	/	-11
CCN(Cc1ccccc1)S(=O)(=O)c1cc(C(=O)O)ccc1OC	0.2	0.1	/	-12	-1.6	-4	0	9
COc1cccc(C2NC(=O)NC(C)=C2C(=O)Nc2ccc(C)cc2)c1 (stereo not given)	0.1	0.0	-9	-13	-1.8	/	1	-12
O=C(O)CCCNC(=O)CCCn1nnc2ccccc2c1=O	4.2	0.3	-6	-13	1.0	4	-1	1
CC(C)N1CCC(n2nccc2NC(=O)c2ccc3c(c2)OCO3)CC1	0.0	0.5	-1	-5	-0.1	6	-5	-5
CN(C)CCCNc1ncc(C(F)(F)F)cc1Cl	/	0.0	/	-4	-2.3	5	-1	-3
C[C@H](CO)N1C[C@H](C)[C@H](CN(C)C(=O)Nc2cccc(F)c2)Oc2ncc(C3=CCCCC3)cc2C1=O	-0.4	0.2	9	30	-3.4	-32	0	6
Cc1[nH]c(=O)c(C#N)c(C)c1Cl	-3.1	0.0	/	8	1.4	36	-3	1
C[C@@H]1CN([C@H](C)CO)C(=O)c2cc(N(C)C)ccc2O[C@@H](C)CCCCO[C@H]1CN(C)Cc1ccncc1	0.0	-0.7	/	/	0.3	16	/	/
O=C(CN1C(=O)S/C(=C/c2cccnc2)C1=O)N1CCOCC1	/	-0.1	/	-5	-0.7	14	2	-13
COc1ccc(N2CCN(C(=O)C(=O)c3c(C)n(C)c4ccccc34)CC2)cc1	1.9	0.0	-6	-10	1.7	11	0	-8
COc1ncccc1-c1nnn(-c2ccc(F)cc2)n1	/	0.0	-4	-7	-1.2	-1	1	8
O=C(NN(C(=O)C1CC1)c1nc2ccccc2s1)C1CC1	/	0.1	/	-5	/	4	-2	1
CCc1nnc(N2C(=N)SCC2=O)s1	-0.6	0.0	/	-19	-0.2	-7	-1	13
C[C@@H]1CN([C@H](C)CO)C(=O)Cc2cc(NC(=O)Nc3ccc(C(F)(F)F)cc3)ccc2O[C@H]1CN(C)C(=O)NC1CCCCC1	/	/	-5	13	-3.2	/	1	0
COC(=O)Cc1nnn2c1[C@H](C)[C@H](c1cccc(OC)c1OC)OCC2	0.6	0.0	/	-3	-0.6	8	-2	9
CCOc1cc(C(C(=O)NCC2CCCO2)N(C(=O)Cn2nnc3ccccc32)c2ccccc2C)ccc1O (stereo not given)	/	0.0	-1	2	-1.1	2	0	2
COc1ccc2c3c([nH]c2c1)[C@H](CO)N(Cc1ccc2c(c1)OCO2)CC31CN(C(=O)Nc2c(C)noc2C)C1	-0.1	0.2	/	-13	1.2	10	-1	-1
CCNC(=O)Nc1ccc2c(c1)C(=O)N(C)[C@H]1CC[C@@H](CC(=O)NC3CCCCC3)O[C@@H]1CO2	0.0	0.2	-7	2	-1.3	1	0	27*
N#Cc1c(-c2ccco2)ccn(Cc2ccc(F)cc2)c1=O	0.2	0.1	-7	-26	-1.8	-9	1	-2
C[C@@H]1CN([C@H](C)CO)C(=O)c2ccccc2-c2ccccc2CO[C@@H]1CN(C)Cc1ccc(C(=O)O)cc1	-0.5	-0.6	-2	11	-0.8	14	0	3
CC(C)NC(=O)Nc1ccc2c(c1)CC(=O)N([C@@H](C)CO)C[C@H](C)[C@@H](CN(C)C(=O)NC(C)C)O2	1.7	-0.1	6	-5	-4.0	6	2	-7
CCOC(=O)COc1cc(-n2c(=S)[nH]c3ccccc3c2=O)c(Cl)cc1Cl	1.2	0.0	/	-6	-3.0	-4	1	/
CN(C)C(=O)c1ccc(N/C=C(\C=O)c2nc3ccccc3o2)cc1	9.0	0.3	/	-4	0.1	31	0	-1

# (listing goes on)
Structure	E-selectin induc	XiGFP reactiv	RAD54 branch	RAD52 anneal inh	F508del corr	GSIS activator	CASP6 VEID inh	DENV2 CPE
O=S(=O)(c1ccc(F)cc1)N1CCCCN2[C@H](CO)[C@H](c3ccc(-c4cncnc4)cc3)[C@@H]2C1	-0.2	0.0	-2	-7	3.0	0	4	-6
COc1ccc(/C=C2\SC(=S)N(N3CCOCC3)C2=O)c(OC)c1	-0.2	0.1	0	-6	-0.1	-1	-2	5
C[C@@H]1CN([C@H](C)CO)C(=O)CCCn2nncc2CO[C@@H]1CN(C)C(=O)Nc1ccc(N2CCN(C)CC2)cc1	3.9&0.0	-0.1&-0.1	2&-3	7&3	0.7&-4.2&0.2	-4&9	-39&-48	?
O=C(Cn1nnnc1CN1CCOCC1)N1CCC(c2cccc(Cl)c2)C1 (stereo not given)	/	0.0	12	-2	-1.5	1	-6	?
